# RNase H inhibition: RNase H inhibition, HIV 1 Gag Pol polyprotein, FRET biochemical assay, screening (AID 372); HIV-1 RT RNase H, FRET RNA/DNA substrate fluorescence; higher % means a stronger effect; one-dose inhibition, % at 10 µM; IC50 in µM for titrated hits; hit rate 0.77% among 100,000; in the data active = inhibition above about 50%
# Numbers without * were called inactive. This is a subset (hit frequency here may not be typical).
SMILES,RNase H inhibition
COc1cc(/C=C(\C#N)C(=O)Nc2cccc(Cl)c2C)ccc1C,9%
Cc1cc(N2CCN(C(=O)c3ccc(Cl)c(Cl)c3)CC2)c(F)cc1[N+](=O)[O-],5%
COc1ccc(C(=O)NNC(=O)c2cc3cccc(OC)c3oc2=O)cc1,0%
COc1cc2ccccc2cc1C(=O)NC(=S)Nc1cccc(-c2nc3ccccc3o2)c1C,18%
CC(=O)NC(NC(C)=O)c1cccc(Oc2ccccc2)c1,4%
CCCc1cnc(-c2ccc(F)cc2)nc1,1%
O=C(N/N=C/c1c(O)ccc2ccccc12)c1cccc(F)c1,1%
Cc1ccccc1NC(=O)/C(C#N)=C/c1ccc(-c2ccc([N+](=O)[O-])cc2Br)o1,11%
CCOC(=O)C1=C(C)N=c2s/c(=C\c3ccc(-c4ccc(C)c([N+](=O)[O-])c4)o3)c(=O)n2C1c1cc(OC)ccc1OC (configuration not stated),10%
Brc1ccc(NCn2nnc3ccccc32)cc1,4%
COc1ccc(OCCOc2cccc(/C=C3/C(=O)NC(=O)N(c4ccccc4)C3=O)c2)cc1,3%
COc1ccc2c(c1OC)C(=O)N(c1cccc(C(F)(F)F)c1)C2,1%
Cc1ccc(C)c(NC2=C(Cl)C(=O)N(c3cccc(Cl)c3)C2=O)c1,11%
CC(NC(=O)/C(CCCC#N)=N/O)c1ccccc1 (configuration not stated),2%
COc1cccc(OCCCCCCN2CCOCC2)c1,0%
CCN(CC)c1ccc(C=Nc2ccc(S(N)(=O)=O)cc2)c(O)c1,3%
CN(C)c1ccc(/C=C/C=N/Nc2ccc3ccccc3n2)cc1,28%
Cc1cc2nc(-c3ccc(C)c(NC(=O)c4ccccc4I)c3)oc2cc1C,43%
O=C(Nc1ccc(F)c(Cl)c1)NC1CCCCC1,10%
Cc1ccc2nc(-c3ccccc3)nc(-c3cccc([N+](=O)[O-])c3)c2c1,0%
Cn1c(SCC(=O)Nc2cccc([N+](=O)[O-])c2)nc2ccccc21,20%
Cc1cc(C)c(NC(=O)c2ccc(C(=O)Nc3c(C)cc(C)cc3C)cc2)c(C)c1,5%
COC(=O)C1=NN(C(=O)c2ccccc2)C(O)(c2ccc(OC)cc2)C1 (configuration not stated),7%
Cc1ccccc1N1C(=O)c2ccc(C(=O)Nc3ccc(O)cc3)cc2C1=O,7%
N/C(=N\OC(=O)c1ccc(Br)cc1)c1ccc(Cl)cc1,12%
COc1ccc(/C=C/C(=O)Nc2nc3ccccc3s2)cc1Br,23%
CCC/C(O)=C1\C(=O)CC(C)(C)CC1=Nc1ccc(C)c(C)c1,21%
O=C(NC(=S)Nc1ccccc1C(F)(F)F)c1ccco1,5%
O=C(Nc1ccccc1[N+](=O)[O-])c1cc(S(=O)(=O)NC2CCCCC2)ccc1Cl,4%
COc1cc(/C=c2\sc3nc4ccccc4n3c2=O)ccc1OS(=O)(=O)c1ccccc1,5%
CCOc1cc(C2Nc3ccccc3NC3=C2C(=O)CC(c2ccc(OC)c(OC)c2)C3)cc([N+](=O)[O-])c1O (configuration not stated),3%
CC1=CC(C)(C)N(C(=O)Cc2ccccc2)c2ccccc21,39%
COc1ccc(/C=C2/C(=O)OCc3cc(OC)c(OC)cc32)c(OC)c1,9%
C=C(C)CSC1=C(C#N)C(c2ccccc2)CC(=O)N1 (configuration not stated),2%
Nc1ccc(Sc2ccccc2[N+](=O)[O-])cc1,28%
COc1ccc(NC2=C(Cl)C(=O)N(c3cccc(C(F)(F)F)c3)C2=O)cc1Cl,6%
COc1cc(C2NC(=O)NC(C)=C2C(=O)OCC(F)(F)F)cc(Br)c1O (configuration not stated),0%
Cc1ccc(N=C2NC(=O)/C(=C/c3ccc(N(C)C)c(Br)c3)S2)cc1Cl,42%
O=C(NC(Cc1ccccc1)C(=O)NCc1ccco1)OCc1ccccc1 (configuration not stated),5%
CC(=O)Nc1ccc(C(=O)Nc2ccccc2C(=O)O)cc1,7%
COc1cc(C(c2c(C)n(C)n(-c3ccccc3)c2=O)c2c(C)n(C)n(-c3ccccc3)c2=O)ccc1O,8%
COc1cc(/C=C/c2ccc3cccc(OC(C)=O)c3n2)c(Br)cc1OC(C)=O,3%
C=CCOc1ccc(/C=N/NC(=O)CN(c2ccc(OC)cc2OC)S(=O)(=O)c2ccccc2)c(OCC=C)c1,23%
CC(Oc1ccc(/C=C2/SC(=S)N(Cc3ccccc3)C2=O)cc1)c1ccccc1 (configuration not stated),9%
Cc1cc(/C=C2\C(=O)NC(=S)N(c3ccc(Cl)cc3)C2=O)c(C)n1-c1ccccc1,5%
O=[N+]([O-])c1ccc(O)c(/C=N/Nc2nc(-c3ccc(Br)cc3)cs2)c1,4%
Cc1cc(NC(=O)c2ccc(Cl)cc2[N+](=O)[O-])no1,7%
Cc1ccc(C(=O)Nc2ccc(N(C)C)cc2)c(Cl)c1,12%
CCc1ccc(/C=N\NC(=O)C2CC(=O)N(c3ccc(OC)cc3)C2)cc1 (configuration not stated),7%
COC(=O)C(CC(C)C)Oc1ccc2c(C)cc(=O)oc2c1C(=O)c1ccccc1 (configuration not stated),14%
CCCCOc1ccc(C(=O)NC(=S)Nc2ccccc2C)cc1,19%
O=C(O)c1cc(NC(=O)c2ccc(F)cc2)cc(NC(=O)c2ccc(F)cc2)c1,10%
O=C(COC(=O)c1cc(S(=O)(=O)N2CCOCC2)ccc1Cl)c1ccccc1,4%
O=C1C2C3C=CC(C3=C(c3ccccc3)c3ccccc3)C2C(=O)N1c1cc(C(F)(F)F)ccc1Cl (configuration not stated),11%
COc1ccc(C(=O)/C=C/Nc2ccc(S(N)(=O)=O)cc2)cc1OC,0%
CCc1ccc(-n2nc3ccc(NC(=S)NC(=O)c4ccccc4Cl)cc3n2)cc1,25%
c1ccc2cc(OCCCCN3CCCCC3)ccc2c1,10%
N#C/C(=C/Nc1ccccc1)c1nc(-c2ccc([N+](=O)[O-])cc2)cs1,5%
CCOc1ccc(Nc2nc3ccccc3nc2Nc2ccc(OCC)cc2)cc1,19%
COc1cccc(C=C2C(=O)N(C)C(=S)N(C)C2=O)c1OC,0%

# Given tab-delimited: 5 of the compounds above.
compound	RNase H inhibition
N#C/C(=C/Nc1ccccc1)c1nc(-c2ccc([N+](=O)[O-])cc2)cs1	5%
CCc1ccc(/C=N\NC(=O)C2CC(=O)N(c3ccc(OC)cc3)C2)cc1 (configuration not stated)	7%
CCOc1ccc(Nc2nc3ccccc3nc2Nc2ccc(OCC)cc2)cc1	19%
COc1ccc(C(=O)/C=C/Nc2ccc(S(N)(=O)=O)cc2)cc1OC	0%
Cc1ccc(C(=O)Nc2ccc(N(C)C)cc2)c(Cl)c1	12%

# Further records follow.
SMILES,RNase H inhibition
CCCCOc1ccc(C2NC(=O)NC(C)=C2C(=O)OCC)cc1 (configuration not stated),15%
COc1ccc(C(=O)NC(=S)Nc2cccc(NC(=O)c3ccccc3Cl)c2)cc1Cl,10%
CCC(=O)Nc1cccc(-c2nc3ncccc3o2)c1C,6%
Fc1ccc(OCCOCCOc2ncnc3ccccc23)cc1,6%
CCCCN1C(=O)/C(=C2/C=Cc3ccccc3N2CC)SC1=S,15%
O=C(Nc1ccccc1-c1nc2ccccc2[nH]1)c1ccc(S(=O)(=O)N2CCCCC2)cc1,4%
COC(=O)C1=C(C)N(Cc2cccnc2)C(=O)/C1=C\c1ccc(OC)cc1OC,0%
COc1ccc(CN2CCN(Cc3cccc([N+](=O)[O-])c3)CC2)c(OC)c1OC,0%
O=S(=O)(N/N=C/c1ccc2ccccc2c1)c1ccc(Cl)cc1,14%
Cc1ccccc1/C=N/Nc1nc2ccccc2s1,0%
O=C(NC1CCCCC1)O/N=C\c1ccc(Br)cc1,8%
O=C(NNC(=O)c1cccnc1)c1ccc(N2C(=O)c3ccc(C(=O)NNC(=O)c4cccnc4)cc3C2=O)cc1,3%
O=C(Nc1ccc(Cl)cc1)/C(=C\c1ccccc1Cl)NC(=O)c1ccccc1,22%
O=C(O)c1ccc(/C=C2\SC(=S)N(C(Cc3ccccc3)C(=O)O)C2=O)cc1 (configuration not stated),2%
Cn1c(-c2ccc(Cl)cc2Cl)n[nH]c1=S,0%
CC(=O)c1c(C)nc(C)nc1NC(=O)Cc1ccccc1,6%
COc1cc(NC(=O)c2ccccc2)c(Cl)cc1NC(=O)c1cc2ccccc2cc1OC,22%
Cc1nc2cc(-c3cccc(F)c3)[nH]n2c(=O)c1C,19%
COc1ccccc1CNC(=O)CN(c1ccc(Cl)c(C(F)(F)F)c1)S(C)(=O)=O,3%
O=C1NC(=S)N(c2cccc(Cl)c2)C(=O)/C1=C/c1ccc(-c2ccc(C(=O)O)c(Cl)c2)o1,12%
O=C(Nc1ccccc1S)c1cc2c(ccc3ccccc32)oc1=O,2%
S=c1oc(COc2ccc(Cl)cc2Cl)nn1CN1CCCCC1,0%
CCC(C)N1C(=O)C(=O)N(C2CCCCC2)C1=O (configuration not stated),23%
CC(=O)Nc1cccc(C(=O)/C=C/c2ccc(/C=C/C(=O)c3cccc(NC(C)=O)c3)cc2)c1,0%
COc1ccc(-c2cc(C(F)(F)F)n3nc(C(=O)NCCCn4ccnc4)c(Cl)c3n2)cc1,12%
O=C1NC(c2ccc(Br)cc2)=N/C1=C/c1ccccc1F,17%
CSc1ccc(/C=C2\C(=O)NC(=O)N(c3cc(C)cc(C)c3)C2=O)cc1,3%
CC1=C(C(=O)OCC2CCCO2)C(c2ccc(O)cc2)NC(=O)N1 (configuration not stated),17%
O=C(COc1cccc(Cl)c1)NCCc1ccccc1,0%
Cc1ccc(NC(=O)c2cc(C(=O)O)ccc2C(=O)O)c([N+](=O)[O-])c1,4%
CCOc1cc(C2C(C(=O)OCCOc3ccccc3)=C(C)NC3=C2C(=O)CC(c2ccc(Cl)cc2)C3)ccc1O (configuration not stated),5%
COc1ccc(-n2cccc2/C=C2\C(=O)NC(=S)N(c3ccc(Br)cc3)C2=O)cc1,32%
C/C=C/COC(=O)C1=C(C)NC(=O)NC1c1ccccc1F (configuration not stated),18%
COC(=O)c1ccccc1NC(=O)c1cc(Br)ccc1OC,0%
CCCC(=O)NC(c1ccc(Cl)cc1)c1c(OC(C)=O)ccc2ccccc12 (configuration not stated),10%
Fc1cccc(CN2CCN(Cc3ccco3)CC2)c1,13%
Cc1ccc(NC(=O)c2ccc([N+](=O)[O-])cc2Cl)c([N+](=O)[O-])c1,24%
Cc1nnc(N/N=C/c2ccccc2OCc2ccccc2)[nH]c1=O,12%
COc1ccc(C(=O)NC(=S)Nc2ccc3oc(-c4ccc(C)cc4)nc3c2)cc1OC,14%
C=CCNC(=O)/C=C/c1ccc(OC)c(OC)c1,8%
COc1ccc(/C=C2/C=C(c3ccc(Br)cc3)OC2=O)c(OC)c1,11%
Cc1cccc(-n2c(C)cc(/C=N/NC(=O)CN3CCOCC3)c2C)c1,13%
COc1ccc(CCNC(=O)C(=O)Nc2ccc(Cl)cc2)cc1,39%
O=C(CSc1nc2ccccc2n1Cc1ccccc1)N/N=C/c1cc(Br)ccc1O,10%
NC(=O)c1c(/N=C/c2cc(Cl)cc(Cl)c2O)sc2c1CCCC2,11%
COc1cc(/C=C(\NC(C)=O)C(=O)Nc2cccc(O)c2)ccc1OC(C)=O,12%
Fc1ccc(Nc2nc(/C=C/c3ccccc3)nc3ccccc23)cc1,17%
COc1cccc(OC)c1C(=O)N1CCN(Cc2ccc([N+](=O)[O-])cc2)CC1,7%
Cc1cc(Cl)ccc1OCc1nc(-c2cccc([N+](=O)[O-])c2)no1,8%
O=C(Nc1ccccc1Cl)c1cc(-c2ccccc2)nc2ccccc12,18%
CCOc1cc(C2C(C(=O)OC)=C(C)NC3=C2C(=O)c2ccccc23)ccc1OCc1cccc(F)c1 (configuration not stated),0%
CC1CCC(C(C)C)C(OC(=O)c2ccco2)C1 (configuration not stated),9%
COc1ccc(/C=N/N(c2ccccc2)c2ccccc2)cc1[N+](=O)[O-],24%
COc1ccc(N(CC(=O)NCCSc2ccc(Cl)cc2)S(C)(=O)=O)cc1OC,0%
Cc1ccc(C(=O)COC(=O)CCN2C(=O)C3C4C=CC(C5CC45)C3C2=O)cc1C (configuration not stated),17%
CCOc1ccc(-c2cc(C)n3nc(C(=O)Nc4ccccc4C(=O)OC)cc3n2)cc1,12%
O=S(=O)(c1cc(Cl)ccc1Br)n1nnc2ccccc21,9%
O=C1NC(=Nc2ccc(O)cc2)S/C1=C/C(Cl)=C/c1ccc([N+](=O)[O-])cc1,0%
CCOc1ccccc1NS(=O)(=O)c1ccc(F)cc1,15%
CCC(C)c1c(O)nc(SCC(=O)Nc2nc3ccccc3s2)[nH]c1=O (configuration not stated),39%

# Brought forward from above: 5 entries, then new ones.
SMILES,RNase H inhibition
CCOc1ccc(-c2cc(C)n3nc(C(=O)Nc4ccccc4C(=O)OC)cc3n2)cc1,12%
O=S(=O)(c1cc(Cl)ccc1Br)n1nnc2ccccc21,9%
O=C1NC(=Nc2ccc(O)cc2)S/C1=C/C(Cl)=C/c1ccc([N+](=O)[O-])cc1,0%
CCOc1ccccc1NS(=O)(=O)c1ccc(F)cc1,15%
CCC(C)c1c(O)nc(SCC(=O)Nc2nc3ccccc3s2)[nH]c1=O (configuration not stated),39%
CCCCOc1ccc(/C=N/NS(=O)(=O)c2ccc(Cl)cc2)cc1,15%
COc1ccc(/C=C2\SC(=O)N(c3ccccc3OC)C2=O)cc1,14%
CCC(C)NC(=O)CN1C(=O)c2ccccc2C1=O (configuration not stated),10%
Brc1ccc(OCCn2cc(/C=N/n3cnnc3)c3ccccc32)cc1,22%
O=C(c1nn2c(c1Br)NC(c1cccs1)CC2C(F)(F)F)N1CCOCC1 (configuration not stated),0%
CCN1C(=O)/C(=C/c2ccc(OCCOc3cc(C)ccc3C)cc2)SC1=S,14%

# Screening data as filed in PubChem.
